DRD3 agonist: D3 dopamine receptor (human) agonism | max activation, % | D3R DiscoveRx beta-arrestin cells, luminescence, 90 min | P35462 | 410,000 tested, 0.58% active; in the data active means max activation above about 30%; further: 0% is about no effect; mostly tested at two doses, the higher about 12 µM
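Agonist mode: compounds and dopamine controls were applied to plated cells for 90 min at 37 degrees C after an overnight attachment at 1500 cells/well. Luminescent read-out followed 30 - 60 minutes at room temperature with DiscoveRx detection reagent.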
IL2 activator: activates IL-2 in a cell-based reporter assay; IL-2 activation reporter assay, cell-based qHTS; stimulated with anti-CD3/CD4/CD28 beads; in transgenic mouse T cells; activation, % (series mostly up to about 46 µM); 360,000 tested, 0.065% active; AID 652025; in the data active means activation above about 50%; inconclusive means mostly about 30% to 49%; further: 0% is about no effect
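Unstimulated transgenic mouse T cells, 750 per well, received compound and, after 60 minutes, anti-CD3/anti-CD4 bead plus anti-CD28 stimulation. EGFP and DsRed were quantified after 18 hours.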
GLP1R ag: agonists of human GLP-1 receptor | P43220 | HEK293 GLP-1R CRE-luciferase, luminescence, 4-6 h; cells express a hypersensitive GLP-1R form | Potency, µM (doses to about 45.6 µM), without a hit: at the top dose activation, most hits filed as activators | 380,000 tested, 0.007% active | AID 624172; further: potency means the concentration at half of the fitted maximal effect; % of control where 0% means no effect
Target sequence (P43220 whole entry, looked up): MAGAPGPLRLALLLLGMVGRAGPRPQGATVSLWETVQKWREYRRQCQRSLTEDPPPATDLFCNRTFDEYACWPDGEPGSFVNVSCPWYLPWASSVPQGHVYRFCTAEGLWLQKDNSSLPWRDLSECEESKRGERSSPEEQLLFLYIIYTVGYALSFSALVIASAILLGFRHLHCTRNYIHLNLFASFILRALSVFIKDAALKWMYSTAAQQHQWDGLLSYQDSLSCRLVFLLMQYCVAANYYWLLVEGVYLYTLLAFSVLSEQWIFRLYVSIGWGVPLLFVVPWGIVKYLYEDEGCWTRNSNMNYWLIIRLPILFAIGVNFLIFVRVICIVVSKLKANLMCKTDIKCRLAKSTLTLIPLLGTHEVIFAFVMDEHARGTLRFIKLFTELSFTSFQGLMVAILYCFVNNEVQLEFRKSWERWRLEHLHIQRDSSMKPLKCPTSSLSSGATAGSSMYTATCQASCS
DRD3 antagonist: antagonists of human D3 dopamine receptor | max response, negative = inhibition, % | 360,000 tested, 2.5% active | D3R cells, DiscoveRx beta-arrestin luminescence, antagonist mode; stronger effect = lower value | P35462 | AID 652054; in the data active means max response below about -50%; inconclusive means no clear call, values can overlap the other calls; further: on the % scale 0 is the no-effect control and ±100 the full control effect; mostly tested at two doses, the higher about 12 µM
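Cells expressing the human receptor were seeded at 1500 cells/well, incubated overnight at 37 degrees C in 5% CO2, then exposed to library compounds with dopamine controls for 90 minutes at 37 degrees C before luminescent detection.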
GLP-1R inv ag: acts as inverse agonist at human GLP-1 receptor; P43220; HEK293 GLP-1R CRE-luciferase, luminescence, 24 h; GLP-1R form is constitutively active; Potency, µM (titrated, usually from 38.3 µM), for the others: top-dose activity change, negative = inhibition, actives largely listed as inhibitors; 410,000 tested, 1.6% active; further: potency means the concentration at half of the fitted maximal effect; on the % scale 0 is the no-effect control and ±100 the full control effect; nearly all actives have a fitted effect of over 55% in size
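Inverse agonism was detected as reduced cAMP-driven luciferase luminescence after 24 h compound treatment. The cells were HEK293 clones expressing constitutively active human GLP-1R with the reporter. Reporter-only and GPR119 cell lines served as counterscreen controls.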
PLK1 PBD inh: PLK1 (human) polo-box domain binding inhibition | P53350 | Plk1 PBD binding of FITC phosphopeptide, fluorescence polarization | Potency, µM, inactives show max response, negative = inhibition, usual class: inhibitors | 360,000 tested, 2.8% active | AID 720504; further: potency means the concentration at half of the fitted maximal effect; series mostly up to about 57 µM; on the % scale 0 is the no-effect control and ±100 the full control effect; nearly all actives have a fitted effect of over 65% in size
WRN helicase inh: blocks human WRN helicase; Q14191; WRN helicase unwinding, fluorescent forked duplex, kinetic; Potency, µM (titrated, usually from 114 µM), without a hit: top-dose activity change, negative = inhibition, most hits filed as inhibitors; 360,000 tested, 0.46% active; AID 651768; further: potency means the concentration at half of the fitted maximal effect; on the % scale 0 is the no-effect control and ±100 the full control effect; nearly all actives have a fitted effect of over 55% in size
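Enzyme (20 nM final) and test compound sit together 15 min at room temperature before substrate addition. Substrate is a single-forked duplex oligonucleotide (100 nM) labelled with fluorophore and quencher, with 2 mM ATP; helicase unwinding raises red fluorescence, read kinetically.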
HEK293 tox: cytotoxic in the GLP-1 receptor inverse agonist counter-screen | HEK293 cAMP-luciferase reporter cells, luminescence, 24 h | Potency, µM (top dose mostly 38.3 µM), without a hit: at the top dose activity change, negative = inhibition, usual class: inhibitors | 410,000 tested, 0.13% active | AID 624418;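 further: loss of luciferase light is scored as toxicity; potency means the concentration at half of the fitted maximal effect; on the % scale 0 is the no-effect control and ±100 the full control effect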
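1536-well qHTS counterscreen of the MLSMR; 200 cells/uL, 12 h pre-incubation, 23 nL cpd, 24 h at 37 deg C 5% CO2, luciferase detection reagent, 12 min RT, luminescence. Inhibition = undesired.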
PI5P4K alpha inh: PI5P4K alpha (human) kinase inhibition. P48426. PI5P4Kalpha enzyme, ADP-Glo luminescence, 60 min; stronger effect = lower value. max response, %. 330,000 tested, 1.2% active; active means max response of -50% or lower; inconclusive means between -30% and -50%; inactive means -30% or higher; further: value at the top dose of about 77 µM; on the % scale 0 is the no-effect control and ±100 the full control effect
Target sequence (P48426 whole entry, looked up): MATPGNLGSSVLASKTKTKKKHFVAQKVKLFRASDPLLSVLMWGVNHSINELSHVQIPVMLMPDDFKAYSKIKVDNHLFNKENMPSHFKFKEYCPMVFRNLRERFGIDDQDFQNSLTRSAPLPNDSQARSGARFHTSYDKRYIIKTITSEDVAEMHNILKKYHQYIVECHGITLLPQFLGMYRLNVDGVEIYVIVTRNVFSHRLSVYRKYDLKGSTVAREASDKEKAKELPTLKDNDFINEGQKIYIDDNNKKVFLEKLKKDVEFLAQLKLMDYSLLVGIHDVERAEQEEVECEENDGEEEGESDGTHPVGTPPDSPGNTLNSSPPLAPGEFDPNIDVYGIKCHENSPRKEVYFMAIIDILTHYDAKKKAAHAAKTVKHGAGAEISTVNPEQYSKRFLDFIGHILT
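Compounds were pin-transferred onto PI5P4Kalpha and substrate in HEPES pH 7.4 buffer with EGTA, CHAPS and 5% DMSO. ATP (5 microM final) started the reaction, which ran 60 minutes at room temperature before ADP-Glo detection.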
An asterisk follows results filed as active; ? = inconclusive; · = no result given; [ ] = another dose, or the depositor's remark. Unless noted, the call rests on the fitted dose curve; in most records, active means well fitted curve in the direction sought with a large enough effect; inconclusive means small, poorly fitted or top-dose-only effect, or another doubt; inactive means no such curve, though single readings can be large; an effect the other way counts as inactive or inconclusive. Hits appear at their usual frequency; any-hit rate near 7.8%.

structure	DRD3 agonist	IL2 activator	GLP1R ag	DRD3 antagonist	GLP-1R inv ag	PLK1 PBD inh	WRN helicase inh	HEK293 tox	PI5P4K alpha inh
O=C(CN(C(=O)c1csnn1)c1ccc(Br)cc1)NC1CCCCC1	3.8	1.0	16.3%	-2.4	-7.6%	-7.6%	1.0%	-1.2%	3.6
CCCCNC(=O)CN1C(=O)NC(Cc2ccccc2)(Cc2ccccc2)C1=O	-5.5	0.5	4.1%	-0.2	?	1.8%	6.3%	-14.9%	0.3
COc1ccc(NC(=O)c2ccc(=O)[nH]c2)cc1S(=O)(=O)N1CCOCC1	-0.3	-2.9	-13.5%	0.0	6.0%	0.2%	-2.4%	4.1%	-6.5
CC(C)NC(=O)c1cc(-c2ccc(F)cc2OC(C)C)n[nH]1	0.2	0.2	-0.2%	2.0	-7.1%	-9.4%	0.2%	0.6%	4.7
O=C(NCc1cccnc1)c1cccc(NS(=O)(=O)c2ccc(Br)cc2)c1	-22.0	0.6	8.2%	-15.9	?	-1.6%	-0.7%	?	-1.0
Cn1c(CCCOc2ccc(Cl)cc2Cl)nnc1SCC(=O)Nc1nccs1	8.7	4.7	7.1%	30.0	-1.0%	-9.2%	-13.7%	4.9%	·
[O-]/[N+](=C/c1ccc(F)cc1)c1ccccc1	-1.0	0.1	-5.9%	-20.5	13.1%	-21.5%	-7.4%	2.2%	-7.8
O=C1c2ccccc2C(=O)N1Cc1nc2ccccc2c(=O)n1CCCn1ccnc1	2.2	-0.7	13.2%	-1.2	0.0%	-1.9%	-5.6%	-2.5%	-4.6
COc1ccc(N2CCN(C(=O)Cn3c(=O)[nH]c4ccsc4c3=O)CC2)cc1	0.2	1.8	-5.2%	-14.7	4.9%	-4.3%	1.8%	2.8%	·
CCn1cc(C(=O)N[C@@H](CCSC)C(=O)NCCO)c(=O)c2cc3c(cc21)OCO3	-10.4	-0.5	-0.4%	-12.9	25.8%	-4.7%	-7.0%	8.4%	0.1
CCc1nn(C)c2c(=O)c(=O)c2n(C)[nH]1	2.3	-0.2	-1.3%	6.8	19.9%	-9.9%	-29.9%	3.9%	-4.4
CC(=O)c1sc(NC(=O)CN2C(=O)C3CC=CCC3C2=O)nc1-c1ccccc1 (stereo unspecified)	2.1	0.1	-3.5%	1.8	8.6%	-0.9%	9.7%	-6.1%	3.7
CC1(C)CC(=O)C2=C(C1)NC1=C(C(=O)c3ccccc31)C2c1cccnc1 (stereo unspecified)	-1.7	-0.3	5.1%	-23.8	26.6%	?	-3.3%	-1.2%	-9.3
CCOC(=O)Cc1csc(NC(=O)C(C)(C)CC)n1	10.7	7.7	0.6%	7.3	-3.1%	-10.6%	-8.1%	-5.1%	·
CCNC(=O)C(=O)NCc1ccncc1	2.2	-3.4	1.3%	32.7	10.9%	4.2%	-1.5%	-7.6%	0.5
O=C(CCN1C(=O)C2CCCCC2C1=O)Nc1nc(-c2ccccc2)cs1 (stereo unspecified)	2.6	0.7	6.2%	16.6	-22.9%	-1.3%	-0.1%	-13.6%	-9.1
COc1ccc2c(c1)C(C)(Cc1ccc(C(=O)c3ccccc3)cc1)C(=O)N2 (stereo unspecified)	7.2	1.6	-5.9%	21.2	?	4.1%	-2.9%	-2.3%	0.0
O=C(COc1ccccc1)N1CCN(S(=O)(=O)c2cccs2)CC1	2.0	5.5	0.1%	-17.9	6.8%	-9.5%	-8.1%	-2.9%	·
COc1ccc(CNS(=O)(=O)NCc2ccc(OC)c(OC)c2)cc1OC	5.4	-1.5	10.4%	0.0	14.7%	-2.5%	-7.9%	-0.6%	6.8
Cc1ccc(NC(=O)CSc2nnc(-c3ccccn3)n2C)cc1	-12.7	-0.2	-2.6%	-9.7	5.5%	-5.8%	-5.0%	-0.9%	-0.5
O=c1cc(N2CCC(Cc3ccccc3)CC2)[nH]c(=O)n1C1CCCCC1	3.1	0.5	-14.6%	1.4	28.2%	-7.3%	-1.9%	-12.4%	11.0
O=C(NCCO)c1c(-c2ccc3c(c2)OCO3)noc1-c1ccsc1	4.8	-0.1	0.0%	0.0	14.0%	-4.8%	1.3%	0.8%	-0.5
Cc1csc(=O)n1CC(=O)OCc1cccc2ccccc12	-0.1	1.2	5.8%	-18.0	7.1%	-2.5%	-0.2%	-11.2%	0.7
COC(=O)c1ccc(NC(=O)Cn2nc(SC)n(N)c2=S)cc1	2.8	-0.6	-14.1%	-19.1	6.2%	-9.8%	-13.4%	8.2%	6.4
O=C(NCc1nc2ncc(Br)cc2[nH]1)c1ccccc1	-2.3	2.3	-3.4%	-23.3	-6.0%	-25.8%	0.4%	-11.0%	-26.1

Record cards (already shown).
O=C(NCCO)c1c(-c2ccc3c(c2)OCO3)noc1-c1ccsc1 reads DRD3 agonist = 4.8; IL2 activator = -0.1; GLP1R ag = 0.0%; DRD3 antagonist = 0.0; GLP-1R inv ag = 14.0%; PLK1 PBD inh = -4.8%; WRN helicase inh = 1.3%; HEK293 tox = 0.8%; PI5P4K alpha inh = -0.5
Cc1csc(=O)n1CC(=O)OCc1cccc2ccccc12 reads DRD3 agonist = -0.1; IL2 activator = 1.2; GLP1R ag = 5.8%; DRD3 antagonist = -18.0; GLP-1R inv ag = 7.1%; PLK1 PBD inh = -2.5%; WRN helicase inh = -0.2%; HEK293 tox = -11.2%; PI5P4K alpha inh = 0.7

The list goes on:
structure	DRD3 agonist	IL2 activator	GLP1R ag	DRD3 antagonist	GLP-1R inv ag	PLK1 PBD inh	WRN helicase inh	HEK293 tox	PI5P4K alpha inh
Cc1ccc(S(=O)(=O)NC(N)=NCCc2ccccc2)cc1C	5.1	-1.9	9.2%	-4.5	15.2%	-6.6%	-31.1%[57.1 µM]	4.8%	2.3
CCN(CC)S(=O)(=O)c1ccc(NC(=O)COC(=O)CCc2cc(OC)c(OC)c(OC)c2)cc1	-1.0	-0.3	1.5%	-10.2	0.6%	-13.2%	-6.1%	11.3%	2.4
C=CCCC(=O)Nc1nc(C)c(-c2csc(Nc3cc(Cl)ccc3OC)n2)s1	-4.8	-0.8	1.3%	24.7	11.1%	-7.4%	-3.4%	-37.0%	-8.4
Cc1cc(C)cc(N(CC(=O)Nc2ccc(Br)cc2)S(=O)(=O)c2c(C)[nH]c(=O)[nH]c2=O)c1	0.4	0.3	4.6%	-10.3	-3.7%	-6.3%	-7.0%	-28.1%	7.0
CC1CCc2nc(NC(=O)Nc3ccc4c(c3)OCO4)sc2C1 (stereo unspecified)	12.3	-3.7	8.2%	-17.7	?	-25.8%	-5.6%	-6.6%	1.7
COc1ccccc1CN1CC(C(=O)NCCCc2ccc(F)cc2)CCC1=O (stereo unspecified)	3.4	2.3	-2.9%	-7.5	-33.5%	-4.5%	-8.0%	-1.3%	-1.4
Cn1c(=O)oc2cc(S(=O)(=O)NCCN3CCN(c4ccccc4)CC3)ccc21	7.2	-2.2	6.7%	-28.3	-0.3%	-14.3%	1.5%	1.8%	-0.9
CCOC(=O)C1(Cc2ccccc2C)CCCN(C(=O)c2ccc(COC)o2)C1 (stereo unspecified)	0.8	-2.6	8.8%	-0.4	?	-5.5%	-13.0%	0.4%	6.2
CN(C)S(=O)(=O)c1ccc(C(=O)OCCc2ccccc2)cc1	-6.3	0.6	15.3%	10.6	16.3%	1.5%	-0.4%	12.5%	-2.2
Cc1ccc(-c2csc3ncn(CC(=O)N4CCOCC4)c(=O)c23)cc1	-0.9	-2.1	-7.5%	-8.7	-5.0%	-5.6%	5.0%	-13.2%	-6.7
c1ccc(COc2cccc(-c3cc4nc(NCCOc5ccccc5)ccn4n3)c2)cc1	-4.1	-0.6	3.0%	-20.8	10µM*	-5.8%	-11.3%	5.6%	30.1
Cc1ccc(S(=O)(=O)NC(=O)Nc2cc(C)on2)cc1	2.0	-0.3	5.0%	13.8	15.7%	-12.3%	-6.9%	10.5%	1.5
CN(C)c1ccc(C(=O)OCC(=O)Nc2ccc(N3CCOCC3)cc2)cc1	9.0	0.2	-5.1%	-12.3	0.2%	-11.3%	6.2%	3.1%	-6.5
COc1ccc(-n2c(COc3cccc(C)c3)n[nH]c2=S)cc1	-6.2	-3.3	-1.6%	-19.4	33.5%[activator]	-14.7%	2.2%	0.9%	-1.1
CCOc1ccccc1OCCCC(=O)OCC(=O)Nc1cccc(Cl)c1	27.7	-2.1	10.0%	3.6	14.7%	-4.3%	0.2%	-0.5%	1.3
COc1cc(OC)c2c(-c3ccccc3)cc(=O)oc2c1C(CCN1CCOCC1)c1ccc2c(c1)OCO2 (stereo unspecified)	-40.3	-0.6	-7.0%	-14.8	?	-5.9%	-8.0%	-20.0%	-2.1
CC(C)(C)c1cc(CSC(=S)NC2CCS(=O)(=O)C2)c(Br)c(C(C)(C)C)c1 (stereo unspecified)	-0.3	-6.1	-5.1%	11.5	?	-5.6%	-17.1%	?	21.7
O=C(NOC(=O)c1c(F)cccc1Cl)c1ccc(Cl)c(Cl)c1	-5.3	-2.3	6.0%	-9.5	2.4%	-3.6%	0.7%	7.8%	18.9
CCCC1=Nc2cc(C(=O)NCCCOC(C)C)ccc2Sc2ccccc21	-5.9	-3.0	5.2%	-21.1	2.7%	3.7%	2.4%	-23.1%	·
Nc1cc(-c2cccc(Br)c2)nn1Cc1ccccc1	1.6	-1.7	18.5%	5.5	?	-2.5%	-5.9%	-2.1%	14.0

Source: PubChem
